Tb PGK inh – blocks T. brucei phosphoglycerate kinase; hit rate 0.043% among 380,000; AID 602233; Potency, µM (doses to about 57.5 µM), for the others: top-dose activity change, negative = inhibition, most hits filed as inhibitors; PGK/GAPDH coupled, Kinase-Glo luminescence, 60 min; P07378; note: % is set by controls: 0 for no effect and ±100 for the full control effect; nearly all actives have a fitted effect of over 60% in size
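Recombinant glycosomal PGK reaction used 1,3-bisphosphoglycerate generated in-well by GAPDH (100nM final) in 100mM TEA pH 7.6, 5mM MgCl2, 0.01% Tween-20. After 60 minutes at room temperature, ATP was read by Kinase-Glo Plus luminescence end-point.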
rTrxR1 inhibitor – inhibitors of rat thioredoxin reductase 1; AID 588453; hit rate 1% among 390,000; O89049; Potency, µM (series often up to 114 µM), for the others: top-dose activity change, negative = inhibition, actives largely listed as inhibitors; recombinant rTrxR1, NADPH fluorescence consumption, selenite substrate; note: % is set by controls: 0 for no effect and ±100 for the full control effect; nearly all actives have a fitted effect of over 65% in size
Target sequence (O89049 whole entry, looked up): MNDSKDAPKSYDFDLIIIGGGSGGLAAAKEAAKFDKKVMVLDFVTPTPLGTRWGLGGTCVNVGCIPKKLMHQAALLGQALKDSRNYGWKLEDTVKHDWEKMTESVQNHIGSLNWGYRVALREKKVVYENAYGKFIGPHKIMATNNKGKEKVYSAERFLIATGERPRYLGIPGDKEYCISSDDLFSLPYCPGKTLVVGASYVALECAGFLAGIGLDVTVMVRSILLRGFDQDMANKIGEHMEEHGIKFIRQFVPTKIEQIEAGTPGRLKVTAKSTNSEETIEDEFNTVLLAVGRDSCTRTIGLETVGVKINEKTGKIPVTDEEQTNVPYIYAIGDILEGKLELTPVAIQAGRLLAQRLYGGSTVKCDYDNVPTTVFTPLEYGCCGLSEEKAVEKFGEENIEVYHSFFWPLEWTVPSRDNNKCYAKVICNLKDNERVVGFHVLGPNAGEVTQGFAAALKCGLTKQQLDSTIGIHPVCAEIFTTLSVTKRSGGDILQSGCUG
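Rat TrxR1 (90 nM in the dispensed reagent) was pre-reduced with 400 uM NADPH for 5 min at room temperature, then incubated with compound for 15 min. After 400 uM selenite was added, NADPH fluorescence (Ex 340/Em 450 nm) was followed for 8 min.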
HP1b binding inh – inhibitors of HP1-beta chromodomain binding to methylated histone tails; P83916; AlphaScreen HP1-beta / biotin-H3K9me3 peptide binding; Potency, µM (doses to about 114 µM), for the others: at the highest dose activity change, negative = inhibition, actives largely listed as inhibitors; hit rate 0.56% among 390,000; note: nearly all actives have a fitted effect of over 70% in size; inactives centre near 23
Target sequence (P83916 whole entry, looked up): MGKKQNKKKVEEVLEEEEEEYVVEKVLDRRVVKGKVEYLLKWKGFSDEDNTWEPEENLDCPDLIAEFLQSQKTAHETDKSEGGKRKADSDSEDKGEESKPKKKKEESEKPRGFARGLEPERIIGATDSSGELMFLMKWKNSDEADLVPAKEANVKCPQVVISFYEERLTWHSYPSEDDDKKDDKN
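Compound inhibition of the preformed complex between 50 nM HP1-beta and 50 nM biotinylated H3K9me3 peptide was read by AlphaScreen. Buffer was PBS pH 7.4 with 0.01% Tween-20. Incubations ran 30 min at room temperature, with 10 ug/mL donor/acceptor beads.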
ERG-DNA inh – ERG Ets/DNA interaction inhibition | fluorescence polarization, His-ERG Ets domain / labelled DNA | AID 624246 | hit rate 0.028% among 370,000 | Potency, µM (top dose mostly 76.9 µM), for the others: at the top dose FP activity, negative = inhibition, hits mostly inhibitors | P11308; active = well fitted inhibition curve with a large enough effect in the polarisation, with a control signal flat; inconclusive = small, poorly fitted or top-dose-only effect, or effect the other way, or a change in a side signal; inactive = no such curve, though single readings can be large or run the other way; the % refers to the polarisation;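 note: polarization taken with two DNA probes labelled with fluorescein and Texas red; % of control where 0% means no effect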
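His-tagged ERG Ets domain (1 uM in the protein solution; 300mM KCl, 50mM Tris-HCl, 1mM EDTA, 1mM DTT, pH 7.5) received compound, then a probe mix of 5 nM fluorescein-DNA and 100nM Texas-615-DNA. Fluorescence polarization was read for both dyes.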
Pin1 inh – blocks the human prolyl isomerase Pin1; Q13526; Pin1 FP peptide displacement, HiFluor488, 10 min; Potency, µM (doses to about 115 µM), without a hit: at the top dose activity, negative = inhibition, most hits filed as inhibitors; hit rate 0.009% among 390,000; AID 504891; active = well fitted inhibition curve with a large enough effect in the polarisation, with a control signal flat, not every such curve was filed as active; inconclusive = small, poorly fitted or top-dose-only effect, or effect the other way, or a change in a side signal; inactive = no such curve, though single readings can be large or run the other way; the % refers to the polarisation; note: % is set by controls: 0 for no effect and ±100 for the full control effect
Target sequence (Q13526 whole entry, looked up): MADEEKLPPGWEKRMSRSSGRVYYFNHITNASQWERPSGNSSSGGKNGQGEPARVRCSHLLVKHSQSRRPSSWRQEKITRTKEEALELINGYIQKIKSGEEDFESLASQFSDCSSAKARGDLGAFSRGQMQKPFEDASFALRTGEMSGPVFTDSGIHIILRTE
GLS inh – inhibitors of human glutaminase (GLS); O94925; GLS enzymatic activity, qHTS titration; Potency, µM (doses to about 45.5 µM), inactives show at the highest dose activity change, negative = inhibition, most hits filed as inhibitors; hit rate 0.21% among 410,000; AID 624170; note: % is set by controls: 0 for no effect and ±100 for the full control effect
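Glutamate formation by hKGA was monitored fluorometrically using coupled glutamate oxidase, HRP and Amplex Red. Substrate was added as 1 mM L-glutamine solution; incubation was 30 min at RT after an initial read.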
RGS4 inhibitor – blocks human RGS4-accelerated GTP hydrolysis; P49798; Transcreener GDP fluorescence polarization, RGS4-accelerated GTP hydrolysis; Potency, µM (titrated, usually from 114 µM), for inactives: at the top dose activity change, negative = inhibition, hits mostly inhibitors; hit rate 0.039% among 390,000; note: % is set by controls: 0 for no effect and ±100 for the full control effect; nearly all actives have a fitted effect of over 75% in size; some results filed as inactive show a strong effect at the top dose
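MLSMR compounds (23 nl, pin-transferred) preincubated 10 min at room temperature with a 500nM (2x) first reagent, then RGS4 at 900nM (2x) plus Transcreener GDP mix added; fluorescence polarization (620/688 nm) read before and after 90 min at 30 °C.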
12-LOX inh – ALOX12 (human) lipoxygenase inhibition | P18054 | purified 12hLO, xylenol orange hydroperoxide absorbance | Potency, µM (top dose mostly 108 µM), for the others: top-dose activity change, negative = inhibition, hits mostly inhibitors | hit rate 1.1% among 580,000; note: % is set by controls: 0 for no effect and ±100 for the full control effect
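Purified human 12hLO (150 nM final) in 25 mM Hepes, 0.01% Triton X-100, pH 7.0 was preincubated 15 min at room temperature with compound. Then 40 uM arachidonic acid was added, 30 min. Hydroperoxide was read by Fe-XO absorbance ratio 573/405 nm.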
JMJD2A Tudor – JMJD2A Tudor domain (human) inhibition; AlphaScreen JMJD2A-Tudor / H3K4me3 peptide binding; Potency, µM (series often up to 114 µM), for the others: at the highest dose activity change, negative = inhibition, actives largely listed as inhibitors; hit rate 4.4% among 390,000; AID 504339; note: % is set by controls: 0 for no effect and ±100 for the full control effect; nearly all actives have a fitted effect of over 50% in size
Numbers without * were called inactive; i = inactive; u = inconclusive; x = not tested or not shown; & = joins results of further samples; [ ] = another dose, or the depositor's remark. Unless noted, calls come from the whole dose curve; as a rule, active = well fitted curve in the direction sought with a large enough effect; inconclusive = small, poorly fitted or top-dose-only effect, or another doubt; inactive = no such curve, though single readings can be large; an effect the other way counts as inactive or inconclusive. Potency is the fitted concentration of half-maximal effect. Some of the compounds tested. The share of hits here may be higher or lower than overall.

Tb PGK inh,rTrxR1 inhibitor,HP1b binding inh,ERG-DNA inh,Pin1 inh,GLS inh,RGS4 inhibitor,12-LOX inh,JMJD2A Tudor,canonical_smiles
-7.9%,25.4%[57.1 µM],22.6%,0.1%,-1.4%,-4.7%,-2.2%,8.5%,-11.3%[11.4 µM],CC(=NCCCn1ccnc1)c1c(C)[nH]n(-c2ccc([N+](=O)[O-])cc2)c1=O
-6.0%,13.5%,19.6%,10.2%,-1.0%,2.9%,-2.4%,11.7%,3.4%,COc1ccc(C2C(C(=O)NCc3cccnc3)c3ccccc3C(=O)N2C)cc1OC (stereo not given)
-4.0%,14.0%[57.1 µM],16.6%,1.8%,-5.4%,4.7%,18.8%,u,-30.3%,Nc1nc(N2CCN(c3ccccn3)CC2)nc2ccccc12
-2.6%,-0.9%,23.4%,2.6%,-16.3%,8.8%,-21.5%,u,-13.0%,Cc1ccc(S(=O)(=O)N2[C@@H](c3ccc(Br)cc3)C(C(=O)O)=CC[C@H]2c2cccs2)cc1
-5.9%,6.2%,39.3%[activator],-3.3%,0.0%,16.0%,10.0%,16.5%,-9.8%,[O-]C1=N/[N+](=C/c2ccccc2)CC1
i,-4.8%,23.6%,0.7%,2.0%,0.9%,1.6%,3.5%,-27.3%,C[C@H](CO)N1C[C@H](C)[C@@H](CN(C)S(=O)(=O)c2ccccc2)Oc2c(NS(=O)(=O)c3cccs3)cccc2C1=O
i,20.6%[57.1 µM],-21.6%,10.0%,0.0%,-0.4%,-22.5%,3.9%,u,CC(C)n1c(O)c(N=NC(=O)C2COc3ccccc3O2)c2ccccc21 (stereo not given)
-1.3%,-12.4%,u,2.2%,35.0%[activator],48.0%[activator],u,-27.1%,u,NC(=O)NC(=O)C(Nc1ccc(N2CCCCC2)cc1)c1ccccc1 (stereo not given)
1.7%,4.2%,34.5%,-4.8%,3.2%,-1.8%,25.6%[56.9 µM],-0.1%,-11.8%,CN(c1ccc(C(=O)Nc2ccccn2)cc1)S(=O)(=O)c1ccccc1
3.7%,-4.3%[57.1 µM],22.4%,-5.1%,2.2%,-0.5%,7.0%,-16.5%,-15.5%,Cc1ccc2oc(=O)c3cnn(CC(=O)N4CCCc5ccccc54)c3c2c1
-4.8%,24.0%,20.0%,-6.0%,-1.0%,-0.2%,-3.9%,-12.3%,-1.0%,COc1ccc(NC(=O)c2ccc3c(=O)n4nc(Nc5ccccc5C)sc4nc3c2)cc1Cl
-5.3%,31.6%[57.1 µM],u,12.9%,5.9%,-1.7%,-36.9%[11.4 µM],-5.4%,15.1%[11.4 µM],Cc1nn(-c2ccccc2)c(C)c1C(=O)OCC(=O)NC(=O)NC1CCCCC1
-2.0%&-3.0%,3.2%&15.9%,19.9%&17.8%,-8.1%&-1.4%,2.9%&-5.3%,-4.2%&4.7%,-2.4%&16.7%,0.0%&-27.8%,-4.8%&-20.2%,COc1cc(CNc2ccc3[nH]c(=O)[nH]c3c2)cc(Br)c1OCc1ccccc1F
-10.0%,10.5%,-7.6%,-0.9%,85.6%[activator],-9.6%,-15.8%,-4.2%,u,Cc1cc(-c2ccc(/C=N/n3cnnc3)o2)ccc1Cl
-6.6%,32.4%,31.4%,-7.6%,-8.9%,-6.6%,-10.5%,15.6%,-12.8%,Cc1c(Cc2ccccc2)c(=O)oc2cc(OCC(=O)NCc3ccccn3)ccc12
-6.6%,18.6%,16.9%,-2.8%,2.2%,2.1%,-17.8%,-6.3%,-1.3%,O=C(CN(c1cccc(Br)c1)S(=O)(=O)c1ccccc1)N1CCc2ccccc2C1
-6.5%,10.9%,24.3%,5.3%,-0.1%,-0.7%,-20.8%,2.4%,5.1%,Cc1cc(S(=O)(=O)N2CCCc3ccccc32)ccc1-n1cnnn1
-3.7%,1.7%[57.1 µM],-9.4%,7.5%,5.8%,12.0%,-49.8%,-0.2%,u,CC1(C)CC(=O)C(C=NCCN2CCN(C3CC(=O)N(c4ccc(Br)cc4)C3=O)CC2)=C(O)C1 (stereo not given)
-12.0%,-3.3%,47.1%[activator],1.2%,-6.9%,2.6%,-8.5%,12.7%[57.4 µM],-17.1%,Nc1ccc2oc(-c3ccccn3)nc2c1
-9.1%,22.3%,142.2%[activator],-0.7%,0.7%,-8.6%,1.0%,17.9%,84.3%[activator],C=CCn1c(=O)c(C(=O)NCc2ccccc2Cl)c(O)c2ccccc21
-12.6%,17.6%[57.1 µM],-0.3%,2.6%,28.9%,-1.2%,-31.4%,-28.8%,u,CS(=O)(=O)c1ccc2nc(NC(=O)Nc3cccc(Cl)c3)sc2c1
10.8%,5.0%[2.29 µM],22.0%[57 µM],-1.0%,8.7%,1.8%,0.3%,-4.2%,-6.9%,O=S1(=O)c2ccccc2C(O)(c2ccccc2)c2ccccc21
x,14.1%,18.5%,x,-4.6%,18.9%,12.5%,0.1%,-9.3%,CCCCOc1ccc(/C(N)=N/O)cc1
-4.9%,7.4%,29.8%,-1.7%,0.7%,2.6%,-43.4%,-16.1%,-8.8%,Cn1c(C2=C(O)CN(Cc3ccccc3)C2=N)[n+](C)c2ccccc21
i,5.4%,7.5%,4.3%,0.4%,3.2%,-1.1%,-2.2%,-27.6%,C/C(=N\NC(=O)c1cccc(S(=O)(=O)N2CCOCC2)c1)c1ccc(OC(F)F)cc1

Looked up above:
CCCCOc1ccc(/C(N)=N/O)cc1 – Pin1 inh = -4.6%
NC(=O)NC(=O)C(Nc1ccc(N2CCCCC2)cc1)c1ccccc1 (stereo not given) – rTrxR1 inhibitor = -12.4%

Later entries.
Tb PGK inh,rTrxR1 inhibitor,HP1b binding inh,ERG-DNA inh,Pin1 inh,GLS inh,RGS4 inhibitor,12-LOX inh,JMJD2A Tudor,canonical_smiles
-6.5%,7.2%,17.5%,7.3%,6.7%,0.5%,-22.8%,-19.5%,-28.2%,Cc1ccccc1-n1c(SCC(=O)N/N=C/c2c(C)nn(-c3ccccc3)c2C)nc2ccccc2c1=O
6.1%,0.8%,30.6%,1.0%,0.5%,8.2%,13.5%,-5.8%,-10.3%,COc1ccc(NC(=O)Cc2c[nH]c3ccccc23)cc1S(=O)(=O)N1CCOCC1
5.7%,u,u,0.8%,6.9%,3.4%,-8.8%[56.9 µM],u,-34.4%[57.1 µM],CCN1C(=O)/C(=C\c2ccc3c(c2)OCO3)C(C(=O)OC)=C1C
0.7%,38.8%[activator][57.1 µM],u,-6.6%,-0.4%,1.1%,18.4%,-19.1%,3.2%,CCOC(=O)c1cc(-c2ccc(F)cc2)n(CC(=O)NC2CCCCCC2)c1C
-5.9%,2.2%,3.5%,16.9%,-1.4%,17.3%,-17.9%,-32.9%,-6.9%,COC(=O)c1c(NC(=O)c2cccc(S(=O)(=O)N3CCN(C)CC3)c2)sc(C)c1C
1.2%,-5.5%[57.1 µM],8.8%,-1.0%,-0.1%,-12.1%,17.1%,-31.2%,-19.3%,COc1cccc(C(C(=O)NC(C)(C)C)N(CCc2ccccc2)C(=O)CCC(=O)Nc2cc(C)on2)c1OC (stereo not given)
9.3%,1.8%[57.1 µM],11.8%,1.4%,7.4%,-3.1%,-2.8%,-10.0%,-12.0%,Cc1cc2c(cc1NC(=O)c1ccc(C(C)(C)C)cc1)n(C)c(=O)c(=O)n2C
i,9.8%,62.3%[activator],0.8%,2.4%,0.0%,-18.2%[56.9 µM],20.3%,-2.0%,O=C(NCc1nnc2c(C(F)(F)F)cc(Cl)cn12)C1CCCC1
-3.9%,18.7%,33.7%,3.1%,-3.3%,-0.2%,15.0%,-8.8%,-6.2%,COc1cccc(C(=O)Nc2ccc(C(=O)NCC(C)C)cc2)c1
1.6%,-4.0%,49.8%[activator],-9.3%,29.3%,4.2%,11.6%[56.9 µM],-0.2%,-11.5%,CC(C)C(NC(=O)c1ccccc1NC(=O)c1ccccc1)C(=O)NNC(=O)c1ccncc1 (stereo not given)
-5.6%,37.7%,9.0%,-7.6%,0.7%,-0.8%,14.8%,-4.7%,-5.0%,CC(C)(C)C1CCc2onc(C(=O)Nc3cnn(Cc4ccc(F)cc4)c3)c2C1 (stereo not given)
-0.1%,-15.4%,30.0%,3.0%,22.7%,-12.3%,-34.5%,x,-1.0%,CC1CCN(C(=O)CSc2nc(N)c3c4c(sc3n2)CN(C)CC4)CC1
2.3%,-5.3%[57.1 µM],12.0%,4.5%,1.3%,-0.2%,-46.1%,12.2%,u,COC(=O)CC1C(=O)NCCN1C(=S)NC(=O)C(c1ccccc1)c1ccccc1 (stereo not given)
-11.0%,15.4%,42.9%[activator],4.7%,2.9%,-5.9%,11.5%,11.4%,3.7%,COc1ccccc1NC(=O)COC(=O)c1c[nH]c(=O)[nH]c1=O
i,-11.3%[57.1 µM],15.3%,9.9%,-10.3%,4.3%,3.8%,3.1%,-7.6%,O=C(c1ccc(S(=O)(=O)Nc2ccccc2)cc1)N1CCCC1

Compound activity deposited in PubChem by National Center for Advancing Translational Sciences (NCATS).
